High-throughput results: PubChem, Emory University Molecular Libraries Screening Center
14-3-3g Raf: modulators of 14-3-3 gamma protein binding, primary screen, biochemical, fluorescence polarization; AID 422, 2006; 160,000 tested, 0.19% active; FP, 14-3-3gamma / TMR-pS259-Raf peptide binding; 14-3-3 protein gamma (Homo sapiens), P61981; inhibition, % at 40 µM; in the data active means inhibition above about 30%;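 further: 0% = protein plus tracer without compound and 100% = blank with tracer alone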
Target sequence (P61981 whole entry, looked up): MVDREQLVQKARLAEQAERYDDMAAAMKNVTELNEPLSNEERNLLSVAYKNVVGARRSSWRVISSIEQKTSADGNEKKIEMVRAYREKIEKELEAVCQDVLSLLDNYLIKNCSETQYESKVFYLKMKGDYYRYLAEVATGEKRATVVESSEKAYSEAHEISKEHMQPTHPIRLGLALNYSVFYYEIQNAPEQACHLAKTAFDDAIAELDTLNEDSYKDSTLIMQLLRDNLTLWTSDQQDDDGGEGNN
* hit, by the source's call; & = joins results of further samples. Some of the compounds tested; rates above refer to the full screens.

SMILES	14-3-3g Raf
COc1cc(/C=C/C(=O)CC(=O)/C=C/c2ccc(O)c(OC)c2)ccc1O	-51
COc1ccc(-n2ncc3c(NC(C)(C)C)ncnc32)cc1	-4
CCC(=O)N1CCc2cc(Br)cc(S(=O)(=O)Nc3cc(OC)cc(OC)c3)c21	-9
CCCC(=O)Nc1cc(-c2cn3cccnc3n2)ccc1OC	-9
O=S(=O)(c1ccc(-c2csc(Nc3cccc4ccccc34)n2)cc1)N1CCCCC1	-18
Cc1ccc2cc3cc(C(=O)Nc4cccc(Cl)c4)sc3nc2c1	-2
Clc1ccc(-c2nc3cnccn3c2NC2CCCCC2)cc1	-5
CCCc1c(C)nc2c(C(=O)N3CCN(c4cc(C)ccc4C)CC3)c[nH]n2c1=O	-10
O=C(Nc1cc(C(F)(F)F)ccc1Cl)c1ccc(F)c(S(=O)(=O)N2CCCC2)c1	5
COC(=O)C1=CNC=C(C(=O)OC)C1c1cccc(OC)c1OC	0
CCN(CC)c1c[nH]c(=O)[nH]c1=O	-1
Cc1ccc(Nc2c(-c3cccnc3)nc3ccc(Br)cn23)cc1	-15
O=C(CCCn1c(=O)[nH]c2ccc(Br)cc2c1=O)NCCc1ccc(Cl)cc1	4
CCCCOc1ccc(N2C(=O)CC(N(O)c3ccccc3)C2=O)cc1 (centres undefined)	-10
CC1(C)CC(=O)C(C(=S)Nc2ccc(F)cc2)=C(NCCc2ccccc2)C1	-14
CCn1c(SCC(=O)Nc2ccc(F)cc2)nc2c(c1=O)SC(C)C2 (centres undefined)	-6
COc1ccc(N2C(N)=NC(N)=NC23CCCC3)cc1	3
O=C(Cn1c(=O)sc2ccccc21)NCc1ccco1	17
CCOC(=O)c1ccc(-n2cc3c(=O)n(C)c(=O)n(C)c3c2)cc1	-2
O=C(c1ccccc1)n1ccc2ccccc21	-3

In another format: results already given
molecule,14-3-3g Raf
Cc1ccc2cc3cc(C(=O)Nc4cccc(Cl)c4)sc3nc2c1,-2
Clc1ccc(-c2nc3cnccn3c2NC2CCCCC2)cc1,-5

Back to the main list with the 2 entries that preceded the break.
SMILES	14-3-3g Raf
CCOC(=O)c1ccc(-n2cc3c(=O)n(C)c(=O)n(C)c3c2)cc1	-2
O=C(c1ccccc1)n1ccc2ccccc21	-3
CS(=O)(=O)N(CC(O)Cn1c2ccc(Cl)cc2c2cc(Cl)ccc21)c1ccc(F)cc1 (centres undefined)	-8
COC1=CC(=O)CC(C)C12Oc1c(Cl)c(OC)cc(OC)c1C2=O (centres undefined)	4
COC(=O)C1=C(C)N=C2SCCC(=O)N2C1c1cccc(Oc2ccccc2)c1 (centres undefined)	1
CCN1C(=O)c2cccc3c(NC(=O)C(C)(C)C)ccc1c23	1
CCN(CC)CC(C)CNC(=O)c1cc(-c2ccc(Br)s2)nc2ccccc12 (centres undefined)	-16
O=C(Nc1ccc(-n2nncc2-c2ccccc2)cc1)c1ccc(Br)o1	-8
CCN(CC)c1ccc(NC(=O)C2CCC(C)(C(=O)O)C2(C)C)cc1 (centres undefined)	-4
COc1ccc(CNC(=O)C(=O)Nc2ccc(Cl)cc2)cc1	4
Cc1ccc(Nc2nnc(-c3ccc(N4CCOCC4)c([N+](=O)[O-])c3)s2)cc1Cl	10
CCOC(=O)Cc1csc(NC(=O)Cc2ccccc2)n1	-10
CCC(C)[C@H](NC(=O)NCc1ccccc1)C(=O)O (some centres undefined)	-4
COc1ccccc1C1N=C(c2ccc(C)cc2)CC(c2cc(Cl)ccc2O)N1 (centres undefined)	3
CS(=O)(=O)N1CCN(c2ccccc2NC(=O)Cc2ccccc2)CC1	-3
Cn1c(NCc2ccco2)nc2c1c(=O)n(Cc1ccc(Cl)c(Cl)c1)c(=O)n2C	4
CCOC(=O)C1=C(C)Nc2nc(SCc3ccccc3F)nn2C1c1ccc(C)cc1 (centres undefined)	0
CC(OC(=O)C1CC=CCC1C(N)=O)C(Cl)=C(Cl)Cl (centres undefined)	-2
O=S(=O)(Nc1cccc2ccccc12)c1ccc(F)cc1	1
COC(=O)C1C(=O)C2=C(CC1C)NC(C)=C(C(=O)OC1CCCC1)C2c1cc(OC)ccc1OC (centres undefined)	1
CCCOC(=O)C1=C(C)NC2=C(C(=O)CCC2)C1c1ccc(OC)c(OC)c1OC (centres undefined)	-8
CC1CCCC(NS(=O)(=O)c2ccc(F)c(C(=O)Nc3cc(C(F)(F)F)ccc3Cl)c2)C1C (centres undefined)	8
CCOc1ccc(N2C(=O)CC(NCCc3cccc(F)c3)C2=O)cc1 (centres undefined)	-4
O=C(NCCN1CCCC1)c1cc(-c2ccncc2)nc2ccc(S(=O)(=O)N3CCOCC3)cc12	-11
Cc1nc2sc(C(=O)NC3CCCCCC3)c(C)c2c(=O)[nH]1	3
Cc1ccc(-c2nnc(NC(=O)c3ccc(S(=O)(=O)N4CCCCC4)cc3)s2)cc1	-2
C=CCN1C(=O)CSc2ccc(C(=O)OCC)cc21	-2&0
Cc1cc(C)cc(N2C(=O)CSC2c2cccc(Br)c2)c1 (centres undefined)	4
CCOC(=O)c1ccc(N2C(=S)NC3CC2(C)Oc2ccc(Cl)cc23)cc1 (centres undefined)	-3
CCCNC(=O)C(C)Sc1nc2nc(C)cc(C)n2n1 (centres undefined)	-6
N#Cc1c(-c2ccc(Cl)cc2)cc(-c2cccs2)nc1SCc1ccncc1	-93
CCC1Oc2ccccc2N(CC(=O)NCCN(CC)c2ccccc2)C1=O (centres undefined)	-7
O=C(CCCn1c(=S)[nH]c2ccccc2c1=O)Nc1cccc(Cl)c1	-1
COC(=O)c1ccccc1NC(=O)Cn1c(SC)c(F)cnc1=O	3
O=C1C2=C(C(c3ccccc3)=NCCN2)C(c2ccc(F)cc2)N1c1ccccc1 (centres undefined)	-3
Cc1ccc(OCC(=O)Nc2ccc(OC(C)C)cc2)c(C(C)(C)C)c1	-9
Cc1c(Br)cc(C(=O)OC2CCN(C)CC2)c(C)c1C	-10
COC(=O)CN1C(=O)C(O)(CC(=O)c2cccc(Br)c2)c2ccccc21 (centres undefined)	-5
O=C(Nc1c(C(=O)NCCc2ccccc2)cnn1-c1ccccc1)c1cccc(F)c1	-2
CN(C)CCNC(=O)c1ccc2c(c1)N(C)C(=O)c1ccccc1S2	10
Cc1noc(/C=C/N(C)C)c1S(=O)(=O)N1CCc2ccccc21	0
COc1cccc(-c2nc(CS(=O)(=O)CC(=O)N3CCN(c4ccccn4)CC3)c(C)o2)c1	-2

Sorted by length of the SMILES (low to high): part of the list above.
SMILES	14-3-3g Raf
COC(=O)c1ccccc1NC(=O)Cn1c(SC)c(F)cnc1=O	3
CN(C)CCNC(=O)c1ccc2c(c1)N(C)C(=O)c1ccccc1S2	10
O=C1C2=C(C(c3ccccc3)=NCCN2)C(c2ccc(F)cc2)N1c1ccccc1 (centres undefined)	-3
Cc1ccc(-c2nnc(NC(=O)c3ccc(S(=O)(=O)N4CCCCC4)cc3)s2)cc1	-2
COc1cccc(-c2nc(CS(=O)(=O)CC(=O)N3CCN(c4ccccn4)CC3)c(C)o2)c1	-2

The results go on.
SMILES	14-3-3g Raf
O=C(Cn1cnc([N+](=O)[O-])n1)NC12CC3CC(CC(C3)C1)C2	2
C=CCn1c(SCC(=O)NC2CCCC2)nc2scc(-c3ccco3)c2c1=O	-28
CCOC(=O)C1=C(C)N(C)C(=S)NC1c1ccc(OC(=O)c2ccccc2)c(OC)c1 (centres undefined)	3
CC1(C)CC(=O)C2=C(C1)Nc1ccccc1NC2c1cccc(Br)c1 (centres undefined)	0
C=C(C)c1cccc(C(C)(C)NC(=O)N2CCN(CC=Cc3ccccc3)CC2)c1	-11
CC1CCCN(C(=O)Nc2cccc(NC(=O)N3CCCC(C)C3C)c2)C1C (centres undefined)	2&-6
O=C(CSc1nnc([C@@H]2CCCN2)o1)c1ccc(Cl)cc1	-8
CCCCOc1ccc(C(=O)NCCn2ccc3ccccc32)cc1	8
COc1ccc(S(=O)(=O)N2CCCC2C(=O)Nc2ccc(O)cc2)cc1 (centres undefined)	-5
CCOc1ccc(C(=O)NC2CCN(S(C)(=O)=O)CC2)cc1	-3
Clc1ccc(-n2cnnn2)cc1	-1&-3
COc1ccc(C2NC(=S)NC(C)=C2C(=O)Nc2ccccc2)cc1OC (centres undefined)	-7
CCOC(=O)c1ccc(N2C(=O)c3ccc(N)cc3C2=O)cc1	-8
COc1ccc(CNc2ncnc3c2cnn3-c2cccc(C)c2)cc1	-2
CC(Nc1nc(-c2ccc([N+](=O)[O-])cc2)nc2ccccc12)c1ccccc1 (centres undefined)	6
O=C1CC(c2ccc3c(c2)OCO3)c2cc3c(cc2N1)OCO3 (centres undefined)	0&-22
Cc1ccccc1NC1=NS(=O)(=O)c2cc([N+](=O)[O-])ccc21	8
COc1cc(OC)c(NC(=O)CSc2nc3[nH]ncc3c(=O)n2-c2ccc(Cl)cc2)cc1Cl	-8
COc1ccccc1N(C(=O)c1snc(C(N)=O)c1N)C(C(=O)NCCC(C)C)c1ccco1 (centres undefined)	-10
CCC(=O)N1CCc2cc(S(=O)(=O)CCC(=O)NCc3ccccc3)ccc21	-14
COC(=O)c1cc(NC(=O)c2ccc(Cn3cc(Cl)cn3)o2)cc(C(=O)OC)c1	0
COC(=O)C1=C(C)NC2=C(C(=O)CC(c3cccs3)C2)C1c1ccc(C)o1 (centres undefined)	3
COc1ccc(-c2cc3c(=O)n(CC(=O)NC4CCN(Cc5ccccc5)CC4)ncn3n2)cc1	-3
CCC(CC)C(=O)Oc1ccc2c(=O)c(Oc3ccccc3Cl)coc2c1	-22
COc1ccc(NC(=O)c2cc([N+](=O)[O-])ccc2N2CCCCC2)cc1	0
Cn1ncc([N+](=O)[O-])c1C(=O)n1cccn1	-3
CCCCOc1ccc(C(=O)N2C(=O)C(=O)c3ccccc32)cc1	-1
O=C(CCS(=O)(=O)c1cccc2nonc12)N1CCCC1	6
COc1ccc2cc(-c3nnc(Nc4ccc(F)cc4)s3)c(=O)oc2c1	-1
Cn1c(=O)c2[nH]c(NCC3CCCO3)nc2n(-c2ccccc2)c1=O (centres undefined)	4
CC1(C)N=C(c2cccc(F)c2)C(=O)N1	-7
Cc1cccc(N2CN(CCc3ccccc3)CNC2=S)c1	-5
CCOc1ccc2nc(SCC(=O)N3c4ccccc4C(C)=CC3(C)C)sc2c1	1
O=c1oc2cc(OCc3nn[nH]n3)ccc2c2c1CCCC2	-5
CCCn1c(=S)[nH]c2cc(C(=O)N3CCN(c4ccccc4OC)CC3)ccc2c1=O	-6
CC12CN3CC(C)(CN(C1)C3c1ccccc1Cl)C2O (centres undefined)	0&5
Cc1ccc(-n2cc(-c3ccccc3)[nH]c2=O)cc1F	-24
Cc1cccc(N2CCN(C(=O)C3CCC(CNS(=O)(=O)c4cccs4)CC3)CC2)c1C (centres undefined)	-14
COc1ccc(-c2cc(C(=O)Nc3cc(C)on3)no2)cc1	-7
O=c1[nH]c(=O)n(Cc2ccccc2)c2c1CCC2	-4
CCN1C(=O)CC(N2CCN(c3ccc(C(=O)c4ccccc4)cc3)CC2)C1=O (centres undefined)	-6
COCc1cc(=O)[nH]c(SCC(=O)Nc2cc(C)cc(C)c2)n1	-23
CCc1c(C(=O)NCCc2ccc(OC)c(OC)c2)[nH]c(C)c1C(C)=O	-13
CC(C)(C)NC(=O)C(=O)NCc1cccnc1	5
CCC(CC)C(=O)N1c2ccc(C)cc2C(=C2SC(C(=O)OC)=C(C(=O)OC)S2)C(=S)C1(C)C	-2
CC1CCCCC1N1CCN(Cc2ccco2)CC1 (centres undefined)	-14
CCOC(=O)C(Sc1ncn[nH]1)c1ccccc1 (centres undefined)	-6
COc1ccc(-c2nn(C)c3sc(C(=O)NC4CCCC(C)C4C)cc23)cc1OC (centres undefined)	-7
CCCCCn1c(SCCCC)nc2c1c(=O)[nH]c(=O)n2C	-9
COc1c(C)cccc1C(=O)Nc1ccc(CN2CCOCC2)cc1	-6
Cc1ccc(SCc2cc(=O)[nH]c(N3CCOCC3)n2)cc1	-4
O=C(NC1CCCCCC1)c1ccc(-n2c(=S)[nH]c3ccccc3c2=O)cc1	-1
c1ccc(CN2CCN(CCN3CCn4c3nc3ccccc34)CC2)cc1	5&4
Cn1c(=O)n(CC(=O)O)c(=O)c2c1nc1n2CCS1	0
Cc1ccc2nc(SCCC#N)nc(C)c2c1	-11&-19
CC(=O)c1ccc(C(=O)Nc2ccccc2-c2nc3ccccc3[nH]2)cc1	-9
C=CCn1c(SCn2nnc3ccccc3c2=O)nnc1-c1ccc(Br)cc1	-3
Cc1cc2nnc(SCC(=O)O)n2c2ccccc12	12
COc1cc2nc(-c3ccc(Br)o3)oc(=O)c2cc1OC	5
CC1(C)CC(NC(=O)CCc2ccccc2)CC(C)(C)N1	-3

Quoted at random: four entries already listed, in no set order.
SMILES	14-3-3g Raf
Cc1ccc2nc(SCCC#N)nc(C)c2c1	-11&-19
CC1(C)CC(NC(=O)CCc2ccccc2)CC(C)(C)N1	-3
c1ccc(CN2CCN(CCN3CCn4c3nc3ccccc34)CC2)cc1	5&4
C=CCn1c(SCn2nnc3ccccc3c2=O)nnc1-c1ccc(Br)cc1	-3

Later entries
SMILES	14-3-3g Raf
CCOC(=O)c1ccc2c(c1)N(Cc1cc(C)ccc1C)C(=O)c1ccccc1S2	-1
COc1ccc(C)cc1NC(=O)CSc1nnnn1Cc1ccccc1	-2
COc1cc2c(O)c3c(c(-c4ccc5c(c4)OCO5)c2cc1OC)C(=O)OC3	1
CN(C)S(=O)(=O)Nc1ccc(Br)cc1F	-5
CC1CCC(NS(=O)(=O)c2ccc(F)c(C(=O)Nc3ccc(C(C)C)cc3)c2)CC1 (centres undefined)	-5
Cn1c(=O)oc2cc(S(=O)(=O)NCCC(=O)Nc3ccc4c(c3)OCCO4)ccc21	-1
CC(C)c1ccc(NC2=NS(=O)(=O)c3ccccc32)cc1	-8
C=CCNC(=O)C1C2CCCCC21 (centres undefined)	-4
CC1CCN(c2ccc(S(=O)(=O)N3CCC(C)CC3)cc2NS(=O)(=O)c2cccc(Cl)c2)CC1	-25
Cc1ccc2c(c1)C(O)(C(C)C(=O)c1ccccc1)C(=O)N2 (centres undefined)	-11
